# AMA1-RON2 inh: disrupts binding of P. falciparum AMA1 to RON2. AlphaScreen AMA1-biotinylated RON2 peptide binding. Potency, µM (highest dose often 58.2 µM), inactives show at the highest dose activity change, negative = inhibition, usual class: inhibitors. actives 0.2% (n = 360,000);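 further: potency means the concentration at half of the fitted maximal effect; 0% = vehicle wells and -100% = peptide control; nearly all actives have a fitted effect of over 45% in size; some results filed as inactive show a strong effect at the top dose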
#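 AMA1 (3D7) with his tag at 25 nM final met compounds first, then biotinylated RON2 peptide at 25 nM; detection used donor plus acceptor beads, 10 µg/mL apiece, read by AlphaScreen after 30 min at room temperature.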
# LmPK inhibitor: LmPK (Leishmania mexicana) enzyme inhibition | actives 0.37% (n = 290,000) | Potency, µM (highest dose often 57.5 µM), for the others: at the top dose activity change, negative = inhibition, usual class: inhibitors | AID 1721 | purified LmPK, Kinase-Glo ATP luminescence, 1 h | Q27686; further: potency means the concentration at half of the fitted maximal effect
# Target sequence (Q27686 whole entry, looked up): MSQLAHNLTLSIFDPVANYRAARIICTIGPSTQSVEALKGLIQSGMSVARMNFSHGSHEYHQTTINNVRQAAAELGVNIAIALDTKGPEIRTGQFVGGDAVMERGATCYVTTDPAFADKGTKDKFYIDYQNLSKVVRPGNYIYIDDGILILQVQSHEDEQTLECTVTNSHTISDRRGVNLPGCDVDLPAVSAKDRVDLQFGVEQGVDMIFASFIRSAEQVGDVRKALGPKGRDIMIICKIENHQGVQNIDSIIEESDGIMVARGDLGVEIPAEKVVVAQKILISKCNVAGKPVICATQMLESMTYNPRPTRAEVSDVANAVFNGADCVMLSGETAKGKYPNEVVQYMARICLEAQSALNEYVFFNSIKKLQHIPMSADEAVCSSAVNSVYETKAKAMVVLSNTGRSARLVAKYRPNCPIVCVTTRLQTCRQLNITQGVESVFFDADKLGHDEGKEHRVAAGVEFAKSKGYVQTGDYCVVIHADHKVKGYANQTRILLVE
#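 Purified LmPK (0.1 nM) with 0.5 mM PEP and 0.1 mM ADP in imidazole buffer pH 7.2 with MgCl2/KCl, 1 h at room temperature. ATP formed was read by luciferase luminescence and normalized to no-enzyme and uninhibited controls.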
# HCV inh: inhibitors of hepatitis C virus infection. AID 651820. Huh7.5.1 HCVcc-Cre infection, luciferase reporter, 44 h. Potency, µM (series often up to 41.8 µM), without a hit: at the top dose activity change, negative = inhibition, hits mostly inhibitors. actives 3.4% (n = 340,000); further: potency means the concentration at half of the fitted maximal effect
#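 Reporter virus HCVcc-Cre (~0.5 moi) infects cells exposed to compound; seeding density 1,000 cells/well with 4 h settling beforehand. Luminescence, 15 sec read, taken 44 h post-infection following a 15 min RT substrate incubation.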
# AmpC detergent: AmpC beta-lactamase inhibition with detergent present; P00811; AmpC hydrolysis of nitrocefin, absorbance 480 nm, 0.01% Triton; Potency, µM (series often up to 114 µM), for inactives: top-dose activity change, negative = inhibition, actives largely listed as inhibitors; actives 0.041% (n = 370,000);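 further: potency means the concentration at half of the fitted maximal effect; 0% = no-compound wells and -100% = no-enzyme wells; nearly all actives have a fitted effect of over 25% in size; some results filed as inactive show a strong effect at the top dose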
# Target sequence (P00811 whole entry, looked up): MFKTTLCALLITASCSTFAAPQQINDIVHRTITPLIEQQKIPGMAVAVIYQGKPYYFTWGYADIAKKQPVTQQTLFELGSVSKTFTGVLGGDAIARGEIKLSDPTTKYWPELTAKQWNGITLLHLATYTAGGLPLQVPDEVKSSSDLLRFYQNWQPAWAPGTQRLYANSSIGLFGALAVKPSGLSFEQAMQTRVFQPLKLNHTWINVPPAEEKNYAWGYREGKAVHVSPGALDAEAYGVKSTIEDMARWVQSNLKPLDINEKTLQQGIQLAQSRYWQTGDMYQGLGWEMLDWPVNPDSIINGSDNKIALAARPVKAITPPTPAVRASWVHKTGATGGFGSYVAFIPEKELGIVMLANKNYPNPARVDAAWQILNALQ
#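 AmpC (5.3 nM in the dispensed reagent) in 20 mM phosphate pH 7.0 with 0.01% (detergent screen) or 0.0001% Triton X-100 was preincubated with compounds for 15 min at room temperature. Nitrocefin was then added from an 800 uM solution, and hydrolysis was followed at 480 nm.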
# TbPYK inhibitor: T. brucei pyruvate kinase inhibition. Q57TT1. actives 0.12% (n = 410,000). Potency, µM (top dose mostly 76.8 µM), inactives show at the highest dose activity, negative = inhibition, usual class: inhibitors. AID 624173. TbPYK enzyme, Kinase-Glo Plus ATP luminescence, 45 min; further: potency means the concentration at half of the fitted maximal effect; nearly all actives have a fitted effect of over 50% in size
#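 Quantitative HTS: titrated library compounds versus trypanosomal pyruvate kinase in TEA buffer (pH 7.2) containing KCl, MgCl2, BSA and Tween-20. Reactions were initiated with ADP, 130 uM final. Kinase-Glo Plus luminescence was read after 45 min at RT.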
# HCMV inh: blocks human cytomegalovirus replication. HFF cells, HCMV-luciferase reporter, 72 h; stronger effect = lower value. activity change, negative = inhibition, % at 57.5 µM. actives 4.5% (n = 410,000); in the data active means activity change below about -60%; inconclusive means no clear call, values can overlap the other calls; inactive means above about -39%
#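 Screen run at 2 compound doses on HFFs infected with reporter HCMV, MOI 1 PFU/cell. Luciferase activity from cell lysates at 72 h post infection gave inhibition relative to buffer-only and Salinomycin wells.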
# AmpC no deterg: AmpC beta-lactamase inhibition without detergent | AmpC nitrocefin hydrolysis, absorbance 480 nm, 0.0001% Triton | Potency, µM (top dose mostly 57.1 µM), for the others: at the highest dose activity change, negative = inhibition, hits mostly inhibitors | actives 0.52% (n = 330,000);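 further: potency means the concentration at half of the fitted maximal effect; plate controls were no compound for no effect and no enzyme for full effect; nearly all actives have a fitted effect of over 20% in size; some results filed as inactive show a strong effect at the top dose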
#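 20 mM phosphate pH 7.0 + 0.01% (detergent screen) or 0.0001% Triton X-100; 5.3 nM AmpC reagent; cpd preinc 15 min RT; nitrocefin (800 uM stock) to start; A480 q20 s × 4 min; Activity was normalised to no-enzyme and no-compound control wells.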
# * = called active by the depositor; u = inconclusive; x = no result given; & = joins results of further samples; [ ] = remark or other dose. Unless noted, the call rests on the fitted dose curve; in most records, active means well fitted curve in the direction sought with a large enough effect; inconclusive means small, poorly fitted or top-dose-only effect, or another doubt; inactive means no such curve, though single readings can be large; an effect the other way counts as inactive or inconclusive. Unless noted, on the % scale 0 is the no-effect control and ±100 the full control effect.
SMILES,AMA1-RON2 inh,LmPK inhibitor,HCV inh,AmpC detergent,TbPYK inhibitor,HCMV inh,AmpC no deterg
O=C1C2CCCN2C(=O)N1CCCCN1CCN(c2ccccc2)CC1 (stereo not drawn),3%,2%,16%,-4%,-1%,-3,-3%
COc1cccc(C2c3[nH]c4ccccc4c3C[C@H]3C(=O)N(CCCOC(C)C)CC(=O)N23)c1 (stereo partly drawn),-6%,1%,17%,0%,-4%,42,30%
CN1CCN(c2ccc(-c3cccc4nccn34)cn2)CC1,-8%,x,x,x,-7%,62,x
O=C(NCCN1CCN(Cc2ccccc2)CC1)C1c2ccccc2C(=O)N2CCc3ccccc3C12 (stereo not drawn),-13%,0%,-1%,u,0%,13,63%[activator]
O=C(Cc1ccccc1F)Nc1cc(S(=O)(=O)N2CCOCC2)ccc1N1CCCC1,-8%,x,3%,x,-14%,4,-3%
COc1ccc(CCN2C(=NC(C)=O)SC3CS(=O)(=O)CC32)cc1OC (stereo not drawn),0%,0%,25%,0%,-1%,58,-18%
CC(=O)C1=C(O)C(=O)N(CCCO)C1c1ccccc1 (stereo not drawn),-3%,5%,25%,7%,1%,50,-16%
COc1ccc2c(C)c(C)c(=O)oc2c1OC,30%,1%,23%,-7%,2%,-21,131%[activator]
O=C(O)c1ccc(-c2nc(-c3ccc(Cl)c(Cl)c3)cs2)cc1,-2%,-10%,11%,3%,-14%,x,-39%
O=C(OCC#CCSc1nnc(-c2ccncc2)o1)c1sc2ccccc2c1Cl,2%,5%,14%,3%,0%,-16,-12%

# Three entries already listed, sorted by number of heavy atoms, lowest first.
SMILES,AMA1-RON2 inh,LmPK inhibitor,HCV inh,AmpC detergent,TbPYK inhibitor,HCMV inh,AmpC no deterg
COc1ccc2c(C)c(C)c(=O)oc2c1OC,30%,1%,23%,-7%,2%,-21,131%[activator]
CC(=O)C1=C(O)C(=O)N(CCCO)C1c1ccccc1 (stereo not drawn),-3%,5%,25%,7%,1%,50,-16%
O=C(OCC#CCSc1nnc(-c2ccncc2)o1)c1sc2ccccc2c1Cl,2%,5%,14%,3%,0%,-16,-12%

# (listing goes on)
SMILES,AMA1-RON2 inh,LmPK inhibitor,HCV inh,AmpC detergent,TbPYK inhibitor,HCMV inh,AmpC no deterg
O=C(NCC1CCCO1)c1cccc(Oc2ccccc2)c1 (stereo not drawn),6%,-9%,-2%,0%,2%,20,4%
COc1ccccc1NC(=O)c1c(C)nn(-c2ccccc2)c1Cl,20%,-3%,-3%,-18%,7%,u,3%
Clc1nc(NCCN2CCOCC2)nc(NCc2ccccc2)n1,9%,0%,-5%,-2%,1%,-24,-20%
COc1cc(CNC(=O)c2cc(C(=O)NCc3cc(OC)cc(OC)c3)n(C)n2)cc(OC)c1,0%,x,-25%,-3%,-2%,-13,26%
O=c1[nH]c(=S)n(CCC2=CCCCC2)c(O)c1/C=N/Nc1ccccc1,32%[activator],5%,-2%,-6%,-11%,-11,-53%
NC(N)=NS(=O)(=O)c1ccc(NC(=S)NC(=O)/C=C/c2ccccc2)cc1,-2%,5%,8%,-11%,-12%,19,-18%
COC(=O)[C@@]1(Cc2ccccc2)[C@@H]2C(=CC(=O)[C@H]2CC(=O)C(=O)N(C)C)CN1C(=O)c1ccccc1,-1%,5%,u,u,8%,x,204%[activator]
COc1ccc(C2(CNC(=O)/C=C\c3ccco3)CCCC2)cc1OC,8%,-4%,-28%,-4%,-19%,-11,78%[activator]
Cc1ccc(C(=O)Oc2cccnc2)cc1[N+](=O)[O-],-13%,1%,13%,u,2%,28,-17%
CCN1CCN(C(CNS(=O)(=O)c2ccc(C)cc2)c2ccccc2)CC1 (stereo not drawn),6%,-13%,-28%,-13%,-1%,-13,-16%
C=CCn1c(O)c(N=NC(=O)CNC(=O)c2ccncc2)c2ccccc21,23%,5%,8%,-1%,2%,0,14%
Oc1ccc2ccc3[nH]cnc3c2c1,-8%,3%,-10%,u,-1%,-38,0%
C=CCNCCCCOc1c(Cl)cc(C)cc1Br,-4%,2%,12%,-5%,x,-9,0%
CCCC1=Nc2cc(C(=O)N3CCC(C(N)=O)CC3)ccc2Sc2ccccc21,6%,2%,7%,-2%,11%,-20,192%[activator]
COc1ccc(NC(=O)C[C@@H]2C(=O)N(c3ccc(OC)cc3)CC2(C)C)cc1,4%,x,x,x,0%,-3,x
O=C(Nc1cc(=O)[nH]c(=O)[nH]1)c1cc(Cl)ccc1Cl,-17%,-4%,0%,-4%,-1%,-24,-7%
ON=C(c1ccccc1)c1ccc2c3c(cccc13)CC2,0%,x,x,x,-6%,-62*,x
COCCSc1nnc(NC(=O)C2CC(=O)N(c3ccccc3)C2)s1 (stereo not drawn),-4%,-8%,9%,2%,1%,23,2%
NC(=O)C1CCN(C(=O)/C(=C/c2ccccc2)NC(=O)c2ccccc2)CC1,-4%,-1%,8%,-14%,4%,24,-8%
COc1ccc(Br)cc1C(=O)NC(=S)Nc1cc(-c2nc3ccccc3[nH]2)ccc1C,3%[2.32 µM],0%,u,-7%,-10%,u,-23%

# The closing 5 compounds of the section above lead into the next.
SMILES,AMA1-RON2 inh,LmPK inhibitor,HCV inh,AmpC detergent,TbPYK inhibitor,HCMV inh,AmpC no deterg
O=C(Nc1cc(=O)[nH]c(=O)[nH]1)c1cc(Cl)ccc1Cl,-17%,-4%,0%,-4%,-1%,-24,-7%
ON=C(c1ccccc1)c1ccc2c3c(cccc13)CC2,0%,x,x,x,-6%,-62*,x
COCCSc1nnc(NC(=O)C2CC(=O)N(c3ccccc3)C2)s1 (stereo not drawn),-4%,-8%,9%,2%,1%,23,2%
NC(=O)C1CCN(C(=O)/C(=C/c2ccccc2)NC(=O)c2ccccc2)CC1,-4%,-1%,8%,-14%,4%,24,-8%
COc1ccc(Br)cc1C(=O)NC(=S)Nc1cc(-c2nc3ccccc3[nH]2)ccc1C,3%[2.32 µM],0%,u,-7%,-10%,u,-23%
COc1cc2nc(CN3CCOCC3)n(CC(=O)NCC(F)(F)F)c(=O)c2cc1OC,18%,1%,11%,-7%,16%,0,2%
CCCC1=C(C(=O)OCC)C(c2ccco2)C(C#N)=C(N)O1 (stereo not drawn),5%,1%,0%,-8%,1%,2,-21%
CCN(C[C@H]1N[C@@](C)(C(=O)OC)[C@H]2C(=O)N(C)C(=O)[C@@H]12)C(=O)Nc1ccc(C(F)(F)F)cc1,8%,x,u,x,0%,-33,22%
Cc1ccc(NC(=O)C2C3C=CC4(O3)C2C(=O)N(CCCN2CCOCC2)C4C(=O)NC2CCCCC2)cc1Cl (stereo not drawn),-7%,-3%,u,u,-6%,-14,4%
CC1(C)CC(=O)C=C(NCc2ccncc2)C1,-3%,3%,7%,1%,-7%,14,-2%
COc1ccccc1CNC(=O)C1(c2cccs2)CCOCC1,x,x,x,1%,-3%,1,x
Cc1cccc(C)c1NC(=O)C1NC(=O)CC1c1ccccc1 (stereo not drawn),8%,-1%,-5%,u,-4%,-7,-13%
Cc1nc(N2CCOCC2)c2c(C(=O)NCc3cccc(Cl)c3)c(C)oc2n1,x,x,x,18%,-7%,-10,x
CCN(CC)S(=O)(=O)c1cc(C)ccc1SC,10%,-2%,10%,u,3%,11,-17%
CC(C)(C)c1nn2cnnc2n(/N=C/c2ccc(O)cc2)c1=O,18%,-3%,8%,6%,-2%,18,-16%
CC1CCN(C(=O)c2ccc(NS(=O)(=O)c3cccs3)cc2)CC1,-10%,1%,3%,-1%,6%,7,-30%
CCOC(=O)c1c(C)[nH]c(C(=O)OCC(=O)NCc2ccc(F)cc2)c1C,-8%,x,-25%,4%,-3%,0,-1%
Cc1cc(N(CN2CCCC2=O)C(=O)c2ccc(OC(C)C)cc2)no1,0%,1%,2%,-3%,-1%,20,-6%
Cc1ccc(OP(=O)(O)Oc2ccc(C)cc2)cc1,0%,x,3%,x,-10%,-18,x
C=CCn1c(SCC(=O)NC2CC2)nnc1-c1cccc(OC)c1,-2%,0%,14%,u,-10%,26,-5%
CC(C)CC(NC(=O)C(COCc1ccccc1)NC(=O)OC(C)(C)C)C(=O)NN (stereo not drawn),84%[activator],1%,-1%,8%,-1%,-12,31%
CCC(C)(C)NC(=O)C(c1ccc(OC)cc1)N(CCOC)C(=O)CCC(=O)Nc1nccs1 (stereo not drawn),-1%,2%,8%,2%,2%,-29,24%
COCCN(C(=O)CNC(=O)c1ccco1)C(C(=O)NC1CCCCC1)c1cccc(OC)c1 (stereo not drawn),-25%,0%,14%&3%,-6%,4%,-11,0%
Cc1cccc(-c2nc(CN3CCN(C(=O)C4CCCO4)CC3)cs2)c1 (stereo not drawn),3%,0%,u,0%,-3%,7,105%[activator]
CCCc1ccc(C(=O)NC(=O)c2ccccc2O)cc1,-15%,-11%,u,-16%,1%,-89*,-52%
O=C(NCc1cccc(C(F)(F)F)c1)C1CC(c2cccc(F)c2)=NO1 (stereo not drawn),-26%,-1%,-6%,-7%,-2%,-6,0%
O=S(=O)(Nc1ccccn1)c1cccs1,-14%,9%,34%,1%,1%,52,-11%
Cc1ccc(NS(=O)(=O)c2c(C(=O)N3CCCCCC3)c(C)n(C)c2C)cc1C,-10%,1%,2%,-2%,-17%,-21,92%[activator]
Cn1c(=O)c2[nH]cnc2n(-c2ccccc2)c1=O,-6%,3%,-7%,-4%,1%,-38,x
Cc1ccc(NC(=S)N(CCCN2CCOCC2)Cc2cccs2)c(C)c1,-18%,1%,-14%,-10%,-17%,u,38%
Cc1ccc(C(=O)O)cc1S(=O)(=O)N1CCCC1,3%,6%,5%,-16%,1%,23,-16%
O=C(Cc1ccccc1)N1CCC(C(=O)N2CCN(c3ccc(F)cc3)CC2)CC1,14%,0%,2%,-1%,-6%,-34,75%[activator]
CCOC(=O)c1c(C)n(-c2ccccc2)c2ccc(OC(=O)c3ccc(OCC)c(OCC)c3)cc12,x,x,x,10%,1%,-3,x
CCn1c(Cc2ccccc2)nnc1SC(C)C(=O)NC1CC1 (stereo not drawn),-9%,x,17%,-12%,-2%,-23,-11%
COc1ccc(Cc2nc3ccc(C(=O)NCC4COCCO4)cc3o2)cc1 (stereo not drawn),0%,-5%,x,4%,3%,38,36%
O=C(O)c1ncsc1-c1ccccc1,4%,-2%,14%,-1%,-17%,-16,-25%
Cc1ccc(NC(=O)c2cc(=O)[nH]c3ccccc23)cc1C,2%,3%,-7%,-1%,-1%,-15,-14%
Nc1c(C(=O)NCc2ccco2)c2nc3ccccc3nc2n1CCc1ccccc1,57%[activator],4%,u,u,1%,-69*,20%
COC(=O)c1sc(N)c(C(=O)OC)c1CSc1nnnn1C,-3%,1%,-3%,-17%,-7%,40,-8%
Cc1nnc(N2CCC(C(=O)NCc3ccc(F)cc3)CC2)c2nn(-c3ccc(Cl)cc3)c(C)c12,x,x,x,4%,-2%,-86*,x
